ERG-DNA inh: qHTS for Small Molecule Inhibitors of the ERG Ets/DNA interaction. actives 0.028% (n = 370,000). Potency, µM (series often up to 76.9 µM), inactives show top-dose FP activity, negative = inhibition, usual class: inhibitors. fluorescence polarization, His-ERG Ets domain / labelled DNA. Transcriptional regulator ERG (Homo sapiens), P11308; active = well fitted inhibition curve with a large enough effect in the polarisation, with a control signal flat; inconclusive = small, poorly fitted or top-dose-only effect, or effect the other way, or a change in a side signal; inactive = no such curve, though single readings can be large or run the other way; the % refers to the polarisation;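 also: polarization taken with two DNA probes labelled with fluorescein and Texas red; potency is read from the fitted curve at half-maximal effect; % of control where 0% means no effect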
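His-tagged ERG Ets domain (1 uM in the protein solution; 300mM KCl, 50mM Tris-HCl, 1mM EDTA, 1mM DTT, pH 7.5) received compound, then a probe mix of 5 nM fluorescein-DNA and 100nM Texas-615-DNA. Fluorescence polarization was read for both dyes.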
GLS inhibitor: qHTS for Inhibitors of Glutaminase (GLS); actives 0.21% (n = 410,000); Glutaminase kidney isoform, mitochondrial (Homo sapiens), O94925; GLS enzymatic activity, qHTS titration; Potency, µM (doses to about 45.5 µM), for inactives: at the highest dose activity change, negative = inhibition, most hits filed as inhibitors; also: potency is read from the fitted curve at half-maximal effect; % is scaled to controls: 0 for no effect and ±100 for the full control effect
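Coupled fluorescence readout: glutamate oxidase/HRP/Amplex Red detect glutamate formed by hKGA from L-glutamine (1 mM solution added). Buffer 45 mM KH2PO4 pH 8.2, 0.02% Tween-20; reads at t0 and 30 min RT.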
ALOX12 inh: Primary qHTS assay for inhibitors of human arachidonate 12S-lipoxygenase (ALOX12): Round 2; AID 1671190, 2021; actives 1.1% (n = 580,000); purified 12hLO, xylenol orange hydroperoxide absorbance; Potency, µM (highest dose often 108 µM), for inactives: at the highest dose activity change, negative = inhibition, hits mostly inhibitors; also: potency is read from the fitted curve at half-maximal effect; % is scaled to controls: 0 for no effect and ±100 for the full control effect
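Hydroperoxide product was detected by ferrous iron/xylenol orange as the 573 to 405 nm absorbance ratio. Arachidonic acid at 40 uM (final) was turned over for 30 min at room temperature by 150 nM human 12hLO, pH 7.0 Hepes buffer, after 15 min compound preincubation.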
PI4K2A inh: qHTS for small molecular inhibitors of PI4K2A; Phosphatidylinositol 4-kinase type 2-alpha (Homo sapiens), Q9BTU6; purified PI4K2A, ADP-Glo luminescence, 1 h; active compounds read low; activity change, negative = inhibition, % at 76.9 µM; actives 0.13% (n = 420,000); AID 1346378, 2018; in the data active = activity change below about -50%; inconclusive = mostly about -30% to -49%;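 also: -100% = wells without enzyme as full effect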
Target sequence (Q9BTU6 whole entry, looked up): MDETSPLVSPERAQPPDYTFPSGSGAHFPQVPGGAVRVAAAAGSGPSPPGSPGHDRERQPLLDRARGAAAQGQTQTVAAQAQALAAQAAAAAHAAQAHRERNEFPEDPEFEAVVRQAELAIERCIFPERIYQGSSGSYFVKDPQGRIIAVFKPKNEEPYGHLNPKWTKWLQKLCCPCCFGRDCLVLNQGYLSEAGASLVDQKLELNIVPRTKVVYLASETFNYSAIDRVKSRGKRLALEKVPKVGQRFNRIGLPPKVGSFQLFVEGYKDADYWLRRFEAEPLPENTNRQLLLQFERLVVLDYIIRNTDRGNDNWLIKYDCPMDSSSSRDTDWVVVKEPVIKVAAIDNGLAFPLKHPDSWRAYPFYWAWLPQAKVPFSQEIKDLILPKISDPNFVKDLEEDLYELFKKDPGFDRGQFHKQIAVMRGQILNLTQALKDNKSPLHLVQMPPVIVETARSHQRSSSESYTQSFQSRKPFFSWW
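Compounds are screened against recombinant PI4K2A using PI as substrate and ATP, the latter dispensed at 300 microM. Reactions run one hour at ambient temperature before ADP-Glo detection; full inhibition defined by wells lacking enzyme.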
HP1b binding inh: HTS for Inhibitors of HP1-beta Chromodomain Interactions with Methylated Histone Tails; Potency, µM (top dose mostly 114 µM), for inactives: top-dose activity change, negative = inhibition, most hits filed as inhibitors; actives 0.56% (n = 390,000); AlphaScreen HP1-beta / biotin-H3K9me3 peptide binding; also: potency is read from the fitted curve at half-maximal effect; nearly all actives have a fitted effect of over 70% in size; inactives centre near 23
Target sequence (P83916 whole entry, looked up): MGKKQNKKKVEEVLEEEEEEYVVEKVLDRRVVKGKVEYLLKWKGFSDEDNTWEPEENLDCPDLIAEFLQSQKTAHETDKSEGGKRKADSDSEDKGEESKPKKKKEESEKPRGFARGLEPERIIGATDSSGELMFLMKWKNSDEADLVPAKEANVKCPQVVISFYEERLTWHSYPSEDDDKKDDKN
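HP1-beta protein (50 nM final) preincubated 30 min at room temperature with biotinylated H3(1-18)K9me3 peptide (50 nM) in PBS pH 7.4, 0.01% Tween-20, then compound added for 30 min. AlphaScreen streptavidin donor/nickel chelate acceptor beads (10 ug/mL final), 30 min dark, luminescence read.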
JMJD2A Tudor inh: qHTS Assay for Inhibitors of JMJD2A-Tudor Domain; actives 4.4% (n = 390,000); Lysine-specific demethylase 4A (Homo sapiens), O75164; Potency, µM (titrated, usually from 114 µM), inactives show at the top dose activity change, negative = inhibition, hits mostly inhibitors; AlphaScreen JMJD2A-Tudor / H3K4me3 peptide binding; also: potency is read from the fitted curve at half-maximal effect; % is scaled to controls: 0 for no effect and ±100 for the full control effect; nearly all actives have a fitted effect of over 50% in size
G9a block: qHTS Assay for Inhibitors of Histone Lysine Methyltransferase G9a. Histone-lysine N-methyltransferase EHMT2 (Homo sapiens), Q96KQ7. Potency, µM (titrated, usually from 102 µM), for inactives: at the top dose activity, negative = inhibition, most hits filed as inhibitors. G9a H3K9 monomethylation, AlphaScreen, 2 h. actives 8.8% (n = 350,000). AID 504332, 2011; also: potency is read from the fitted curve at half-maximal effect; % is scaled to controls: 0 for no effect and ±100 for the full control effect; nearly all actives have a fitted effect of over 75% in size
Target sequence (Q96KQ7 913-1193 limits assumed): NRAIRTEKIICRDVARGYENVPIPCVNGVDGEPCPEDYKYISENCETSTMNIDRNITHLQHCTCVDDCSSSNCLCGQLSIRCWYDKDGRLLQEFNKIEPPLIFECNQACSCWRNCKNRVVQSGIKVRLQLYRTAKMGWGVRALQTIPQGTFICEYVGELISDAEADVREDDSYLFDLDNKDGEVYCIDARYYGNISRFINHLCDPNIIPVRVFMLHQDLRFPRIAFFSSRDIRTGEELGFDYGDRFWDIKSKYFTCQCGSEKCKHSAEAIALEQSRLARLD
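G9a (20 nM) preincubated 15 min RT with compounds, then 500 nM biotinylated H3K9 peptide and 20 uM SAM added; 2 h RT reaction. Monomethyl-H3K9 product detected by AlphaScreen with anti-H3K9me1 antibody, streptavidin donor and anti-rabbit IgG acceptor beads.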
BAZ2B inh: qHTS Assay for Inhibitors of BAZ2B | Bromodomain adjacent to zinc finger domain protein 2B (Homo sapiens), Q9UIF8 | AlphaScreen BAZ2B-H3K14Ac peptide displacement | Potency, µM (titrated, usually from 114 µM), for the others: at the highest dose activity change, negative = inhibition, actives largely listed as inhibitors | actives 4.4% (n = 360,000); also: potency is read from the fitted curve at half-maximal effect; % is scaled to controls: 0 for no effect and ±100 for the full control effect; nearly all actives have a fitted effect of over 60% in size
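Multi-concentration screen (max 110 uM) measuring displacement of acetylated histone H3 peptide from BAZ2B by AlphaScreen, using 50 nM protein, 50 nM peptide and 10 ug/mL streptavidin donor plus Ni-chelate acceptor beads.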
RGS4 inh: Inhibitors of Regulator of G Protein Signaling (RGS) 4: qHTS; AID 504845, 2011; Potency, µM (titrated, usually from 114 µM), without a hit: at the top dose activity change, negative = inhibition, hits mostly inhibitors; Regulator of G-protein signaling 4 (Homo sapiens), P49798; Transcreener GDP fluorescence polarization, RGS4-accelerated GTP hydrolysis; actives 0.039% (n = 390,000); also: potency is read from the fitted curve at half-maximal effect; % is scaled to controls: 0 for no effect and ±100 for the full control effect; nearly all actives have a fitted effect of over 75% in size; some results filed as inactive show a strong effect at the top dose
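MLSMR compounds (23 nl, pin-transferred) preincubated 10 min at room temperature with a 500nM (2x) first reagent, then RGS4 at 900nM (2x) plus Transcreener GDP mix added; fluorescence polarization (620/688 nm) read before and after 90 min at 30 °C.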
* = called active by the depositor; ? = inconclusive; nt = no result given; & = joins results of further samples; [ ] = dose if it differs, or a comment. Unless noted, calls follow the shape of the dose curve; as a rule, active = well fitted curve in the direction sought with a large enough effect; inconclusive = small, poorly fitted or top-dose-only effect, or another doubt; inactive = no such curve, though single readings can be large; an effect the other way counts as inactive or inconclusive.

nr	ERG-DNA inh	GLS inhibitor	ALOX12 inh	PI4K2A inh	HP1b binding inh	JMJD2A Tudor inh	G9a block	BAZ2B inh	RGS4 inh	SMILES
1	-5%	-1%	-1%	0	4%	-22%	-7%[59 µM]	-10%	14%	CCOC(=O)c1c(S(=O)(=O)NCC(=O)N(C)Cc2ccccc2)c(C)n(C)c1C
2	-10%	1%	0%	-1	24%	-17%	?	3%	-23%	Cc1nnc(SCC(=O)N2CCN(S(=O)(=O)c3ccc(Cl)cc3)CC2)[nH]c1=O
3	1%	0%	0%	-2	25%	7%	10%[59 µM]	5%	7%	Cc1cc2oc3c(c(=O)c2cc1C)C(c1ccc(C(C)C)cc1)N(c1nc(C)c(C)s1)C3=O (stereo unspecified)
4	16%	-7%	-1%	3	50%[activator]	-3%	-3%	2%	-20%	O=C(CSc1nnc(COc2ccc(Cl)cc2)o1)N1CCCC1
5	2%	9%	15%	3	33%	-19%	56µM*	?	-29%	COc1ccc(-n2c(CN3CCC(C(N)=O)CC3)nc3ccc([N+](=O)[O-])cc3c2=O)c(OC)c1
6	4%&1%	-4%&21%	-2%&-17%	0&-1	10%&-5%	?	-7%[0.501 µM]	-12%	14%&6%	COc1ccc2[nH]cc(CCNC(=O)Nc3ccccc3C)c2c1
7	2%	0%	-21%	-1	30%	5%	15%[12.7 µM]	-5%	-13%	Cn1c(C(=O)N2CCN(c3nc4ccccc4s3)CC2)cc2sccc21
8	-13%	0%	-8%	2	25%	-10%	-31%	22%	-9%	Cc1nnc(SCC(=O)Nc2nccs2)n1N
9	-13%	18%	0%	4	41%[activator]	-26%	-35%	-36%	8%	COc1ccc(NC(=O)COC(=O)CCNS(=O)(=O)c2ccc(Cl)cc2)cc1
10	2%	-2%	13%	6	12%	-14%	?	-9%	-6%	CCOc1ccc(Cn2ccnc2)cc1[N+](=O)[O-]
11	-3%	-3%	-2%	-4	10%	-4%	0%	3%	-18%	CCCCN(C(=O)c1ccc(C#N)cc1)c1c(N)n(CCC)c(=O)[nH]c1=O
12	-2%	0%	-13%	-1	52%[activator]	-18%	13%	-11%[57.1 µM]	29%[11.4 µM]	CCn1cc(CNC(=O)c2ccc3nc(Cc4ccccc4F)oc3c2)cn1
13	-10%	-1%	0%	2	13%	-16%	4%[59 µM]	4%	4%	O=C(Cn1[nH]c(=O)c2ccccc2c1=O)NC1CCN(Cc2ccccc2)CC1
14	-7%	-5%	-23%	-2	119%[activator]	50%[activator]	-5%[0.501 µM]	70%[activator]	-6%	CCCCC(=O)OCc1c(-c2cccc(OC)c2)ncc2ccccc12
15	-2%	-6%	-28%	1	-12%	-30%	10%[59 µM]	-3%	-9%	O=C(NCCc1ccc(Cl)cc1)c1ccc(CS(=O)(=O)Cc2ccc(Cl)cc2)o1
16	2%	-4%	-11%[57.4 µM]	-5	25%	-7%	?	-5%	-8%	Cc1occc1C(=O)Nc1cc(=O)n(C)c(=O)n1C
17	35%[activator]	?	45µM*	-2	10%	-15%	10µM*	?	?	COC(=O)C1=C(C(=O)OC)C(c2ccccc2O)c2sc(=O)[nH]c2S1 (stereo unspecified)
18	4%	nt	0%	-2	28%	2%	6%[59 µM]	9%	-24%	Cc1ccc(S(=O)(=O)NCCCNC(=O)N2CCOCC2)cc1
19	-8%	13%	-24%	6	10%	-9%	-15%[59 µM]	-4%	-3%	CC(C)CC(=O)NC(=S)Nc1ccc(S(=O)(=O)NC(C)(C)C)cc1
20	4%	-10%	-9%	-1	41%[activator]	-8%	?	-14%	-6%	Cc1nn(C(C)C(=O)Nc2ccccc2C(F)(F)F)c(=O)c2c1sc1ccccc12 (stereo unspecified)
21	13%	-9%	-14%	2	-2%	-28%	-19%[59 µM]	-39%	-29%	COc1cccc(-n2c(SCC(=O)N3c4ccccc4CC3C)nnc2-c2ccco2)c1 (stereo unspecified)
22	2%	-9%	-13%	0	-9%	?	-25%[59 µM]	-30%	3%	CCOC(=O)c1cccc(NC(=O)CCCn2c(C)c3cnn(-c4ccccc4)c(=O)c3c2C)c1
23	6%	-1%	-1%	2	34%	-10%	nt	nt	-22%	C[C@H](CO)N1C[C@H](C)[C@@H](CN(C)S(=O)(=O)c2cccs2)Oc2ccc(NC(=O)CCC(F)(F)F)cc2C1=O
24	-5%	-4%	-22%	1	27%[57 µM]	-6%	3%[59 µM]	1%	8%	COC(=O)CN1C(=O)C(C)(C)c2cc(S(=O)(=O)NCc3ccc(Cl)cc3)ccc21
25	2%	3%	-10%	0	30%	-17%	?	0%	-10%	CCCC(NS(=O)(=O)c1ccc(OC)cc1)C(=O)O (stereo unspecified)
26	6%	0%	-17%	-6	25%	-24%	nt	-9%	-27%	Cc1ccc(NC(=O)CNC(=O)c2ccco2)cc1Cl
27	3%	-1%	10%	-6	15%	-13%	nt	1%	23%	OCCC1CN(CCCc2ccccc2)CCN1Cc1ccc(F)cc1 (stereo unspecified)
28	-1%	-2%	-3%	0	35%	-9%	1%[59 µM]	-2%	-16%	COc1cccc(N2CCN(C(=O)c3ccc4c(=O)n(CCc5ccccc5)c(=O)[nH]c4c3)CC2)c1
29	-2%	-4%	406%[activator]	4	43%[activator]	-3%	5%[12.7 µM]	3%	-15%	Cc1ccc(NC(=O)c2ccc(COc3ccccc3)o2)nc1
30	5%	20%	?	4	-13%	?	40µM*	?	-33%	CCOC(=O)c1[nH]c2ccccc2c1NC(=S)Nc1cccc(C)c1
31	0%	5%	?	-8	26%	-15%	?	-12%	-3%	CC(NCCN(C)C)C(=O)C12CC3CC(CC(C3)C1)C2 (stereo unspecified)
32	-11%	9%	-5%	-4	-7%	-28%	-26%[59 µM]	-13%	-19%	C=CCn1c(SCC(=O)Nc2ccc3c(c2)OCO3)nnc1-c1cc(Br)ccc1O
33	-8%	-20%	4%	-4	39%[activator]	3%	?	-26%	15%	CCOCCCNC(=O)c1ccc2c(=O)n(Cc3ccc4c(c3)OCO4)c(=S)[nH]c2c1
34	-3%	5%	-3%	-8	38%	-13%	17%	5%	-10%	COc1ccc(NC(=O)CSc2ccc(F)cc2)cc1S(=O)(=O)N1CCCCC1
35	3%	14%	3%	-2	7%	-35%	-32%[59 µM]	-35%	0%	CCOc1ccc(-c2ccc(CO)o2)cc1N
36	14%	2%	-12%	-1	30%	-8%	nt	-17%	2%	COc1ccc(-n2cc(CN3CCC(OC)CC3)c(-c3cccc(F)c3)n2)cc1
37	4%	0%	-3%	0	41%[activator]	-5%	39%	-32%	-7%	O=C(COc1ccc2c3c(c(=O)oc2c1)CCCC3)N1CCN(c2ccccc2)CC1
38	-13%	1%	-24%	1	38%	-8%	17%[59 µM]	-8%	-22%	O=C(CC12CC3CC(C1)CC(CC(=O)NC1=NCCS1)(C3)C2)NC1=NCCS1
39	5%	3%	2%	-9	25%	-4%	?	-19%	37%	COC(=O)C(O)(NC(=O)c1ccncc1)C(F)(F)F (stereo unspecified)
40	-1%	?	0%[57.4 µM]	-7	-2%	?	45µM*	56µM*	1%	CCn1c(SCC(=O)O)nc2sc3c(c2c1=O)CCC3
41	0%	-2%	-12%	-4	18%	-4%[11.4 µM]	4%[12.7 µM]	-13%	4%[11.4 µM]	O=C(NC(=S)N1CCCCC1CO)C12CC3CC(CC(C3)C1)C2 (stereo unspecified)
42	-7%	-11%	146%[activator]	2	10%	-4%	0%	-7%	-6%	Cc1nc2cc3c(cc2s1)OCO3
43	12%	14%	-12%	1	23%	-36%	11%[12.7 µM]	-11%	20%	O=C(Nc1ccc(N2CCN(C(=O)c3ccc(Cl)cc3)CC2)cc1)c1cc2ccccc2o1
44	11%	6%	6%	0	29%	-17%	30%	-22%	-16%	COc1cc(OC)cc(C(=O)OC/C(O)=C(\C#N)c2nc3ccccc3[nH]2)c1
45	0%	7%	0%	-2	17%	-14%	-6%	?	-35%	COC(=O)C1=C(C)NC(C)=C(C(=O)OC)C1C(=O)OCc1nnc(-c2ccccc2Cl)o1
46	11%	11%	-5%	1	18%	-11%	-8%	10%	-1%	CC12CC(c3ccccc3O1)C(/C(N)=N/NC(=O)c1ccc(F)cc1)C(=O)N2 (stereo unspecified)
47	-7%	7%	-3%	0	23%	-14%	-4%[2.33 µM]	7%	0%	CCOP(=O)(OCC)C1NC(=O)N(c2ccccc2)C1=O (stereo unspecified)
48	nt	-1%	-18%	4	14%	-25%&-20%	nt	nt	-20%	O=S(=O)(NC1CCN(S(=O)(=O)c2c(F)cccc2F)CC1)c1ccc2c(c1)OCCO2
49	6%	18%	-17%	0	-4%	?	nt	nt	10%	O=C1c2cc([N+](=O)[O-])ccc2-c2cc(Br)c(N=C(NO)C(F)(F)F)cc21

Some of the compounds tested; the hit share may differ from the screen's.
